p53ts 39C tox: cytotoxicity in p53ts cells at nonpermissive temperature; H1299-p53A138V viability at 39C, ATP luminescence, 24 h; Potency, µM (titrated, usually from 46.1 µM), for inactives: at the top dose activity change, negative = cell killing, actives largely listed as cytotoxic; actives 1.5% (n = 130,000); AID 902; further: nearly all actives have a fitted effect of over 55% in size
Peg3 imprint: genomic imprint erasure induction | mouse ES Peg3-LacZ reporter, beta-gal luminescence, 40 h | Potency, µM (top dose mostly 60.7 µM), inactives show top-dose activity change, positive = activation, usual class: activators | actives 0.02% (n = 110,000) | AID 1948;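 further: 0% = negative control wells on the plate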
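Gelatin-coated wells received 300 freshly trypsinized female ES cells with a Peg3LacZ-Neo reporter on the maternal allele, then incubated 40 hours at 37C. BetaGlo was added for 5 minutes at room temperature before a single luminescence read.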
p53ts 32C tox: p53ts cell cytotoxicity, permissive temperature. Potency, µM (highest dose often 46.1 µM), inactives show at the top dose activity change, negative = cytotoxicity, usual class: cytotoxic. AID 924. H1299-p53A138V at 32C, ATP luminescence viability, 24 h. actives 0.93% (n = 130,000);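 further: 0% = DMSO and -100% = full killing by reference compound; nearly all actives have a fitted effect of over 55% in size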
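ATP-content luminescence (ATPlite) read-out after 24 h compound exposure at 32C in H1299-p53A138V cells (600/well). Tested up to 46 uM. Normalized to DMSO (0%) and 100 uM tamoxifen (100% killing); Hill-fit AC50.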
IkB signaling: inhibitors of IkB signaling in ABC-DLBCL cells; AID 445; ABC-DLBCL IkBa-CBG/CBR dual luciferase ratio, 4 h; response scale: scaled: untreated 0%, proteasome inhibitor 100%; Potency, µM (titrated, usually from 57.1 µM), inactives show at the top dose IkBa stabilization activation; actives 0.04% (n = 110,000); active means well fitted curve in the direction sought with a large enough effect in the signal ratio, not every such curve was filed as active; inconclusive means small, poorly fitted or top-dose-only effect, or a change in a side signal; the % refers to the signal ratio;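 further: the direction sought is a rising ratio; 0% = basal untreated cells and 100% = reference inhibitor full response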
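Curves were fitted separately to fusion (green), unfused (red) and ratio luminescence, then classed by r2, magnitude and activity. Cells: OCI-Ly3, 4 h compound plus doxycycline at 37C; 10 uM MG-132 defined full response.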
Numbers without * were called inactive; ? = inconclusive; · = no result given; [ ] = dose if it differs, or a comment. Unless noted, the call rests on the fitted dose curve; in most records, active means well fitted curve in the direction sought with a large enough effect; inconclusive means small, poorly fitted or top-dose-only effect, or another doubt; inactive means no such curve, though single readings can be large; an effect the other way counts as inactive or inconclusive. Unless noted, on the % scale 0 is the no-effect control and ±100 the full control effect; potency means the concentration at half of the fitted maximal effect.

Letters: A = p53ts 39C tox; B = Peg3 imprint; C = p53ts 32C tox; D = IkB signaling
NC(=O)N/N=C\c1ccc([N+](=O)[O-])o1
  A: 1.6%[20.6 µM]; B: -13.7%[16.8 µM]; C: -5.6%[20.6 µM]; D: 0.9%[25.6 µM]
O=C(NCc1cccnc1)c1ccc(COc2ccccc2Br)o1
  A: -7.6%; B: -19.2%; C: -22.5%; D: ?
NC(=O)CSc1nnnn1CC(CC(=O)O)c1ccccc1 (stereo not drawn)
  A: 17.5%; B: -20.8%; C: 2.0%; D: 3.1%
COC(=O)C1=C(C)[C@@H](O)[C@@H](C)[C@H](c2c(OC)c(OC)c(C)c(OC)c2OC)O1
  A: 6.0%[9.22 µM]; B: ·; C: -2.0%[9.22 µM]; D: ·
O=C(c1ccc2snnc2c1)N1CCCCC1
  A: 7.3%; B: ·; C: -0.8%; D: ·
OCCSc1c(F)c(SCCO)c(SCCO)c(F)c1SCCO
  A: 21.6%; B: 4.6%; C: 8.0%; D: -4.1%
COc1ccccc1CN(Cc1nc2ccccc2c(=O)[nH]1)S(=O)(=O)c1ccc2ccccc2c1
  A: -21.5%; B: ·; C: 14.5%; D: ·
Cc1cccc(NC(=O)C(NS(=O)(=O)c2cccc3nsnc23)c2ccccc2)c1C (stereo not drawn)
  A: 15.2%; B: 15.8%[10.9 µM]; C: 4.3%; D: -1.1%
CC1CC(C)CN(CCCNC(=O)C2CCCN(c3nnc(N4CCCC4=O)s3)C2)C1 (stereo not drawn)
  A: -10.8%; B: -1.0%; C: 5.2%; D: -0.5%
O=C(NCCc1csc2nc(-c3ccccc3F)nn12)c1ccco1
  A: -8.0%; B: -10.4%[10.9 µM]; C: -3.3%; D: ?
COC(=O)c1ccccc1NC(=O)CSc1nnc(-c2ccc(OC)cc2)n1C
  A: 5.9%; B: ·; C: 2.5%; D: ·
O=C(O)C1C(c2ccccc2)C(C(=O)N2CCOCC2)C1c1ccccc1 (stereo not drawn)
  A: -10.9%; B: -3.5%; C: -4.4%; D: 2.5%
CCc1ccc(C2CC(=O)NC(NC(=O)c3ccc(C(C)(C)C)cc3)=N2)cc1 (stereo not drawn)
  A: -16.8%; B: 10.9%[10.9 µM]; C: -4.5%; D: -2.4%
Cc1cc(NC(=O)c2cc(-c3ccc(Br)cc3)on2)nn1Cc1ccc(Cl)cc1
  A: 11.3%; B: -5.1%[10.9 µM]; C: 4.8%; D: 1.4%
CCn1nnnc1NCc1ccc(N2CCCC2)cc1
  A: -9.7%; B: -3.7%; C: 6.0%; D: 0.0%
CCOc1ccc2c(c1)c(=O)c(S(=O)(=O)c1ccc(CC)cc1)cn2CC
  A: -27.2%; B: 4.1%[10.9 µM]; C: -3.2%; D: ?
COc1ccc(C(=O)Nc2cccc(C(=O)OCc3cc(=O)n4nc(C5CC5)sc4n3)c2)cc1
  A: -3.9%; B: -47.8%[inhibitor][10.9 µM]; C: 5.6%; D: ?
Cc1cc(NCCN2CCOCC2)n2ncc(-c3ccccc3)c2n1
  A: -7.0%; B: 0.5%; C: -3.9%; D: 1.2%
COc1ccc(CCNC(=O)CSCc2nc(-c3cccc(C)c3)oc2C)cc1OC
  A: -3.2%; B: -18.1%[10.9 µM]; C: -0.9%; D: 1.8%
CC(C)(C)C1=C[C@@H](CO)C[C@@H](CO)C1
  A: 9.2%; B: 8.4%; C: -4.3%; D: 1.1%
COc1ccc(CCNC(=O)c2c(C)oc3ncn(CC(C)C)c(=O)c23)cc1OC
  A: -1.2%; B: 19.1%[10.9 µM]; C: -7.3%; D: -1.4%
CCOC(=O)c1ccccc1NC(=O)CCNC(=O)Cn1cnc2ccccc2c1=O
  A: -6.3%; B: -4.1%; C: -3.3%; D: 0.9%
Cc1cc(=O)[nH]c2nnc(SCc3cccc(C(F)(F)F)c3)n12
  A: 23.3%; B: -11.2%[10.9 µM]; C: 8.1%; D: ?
COc1cccc(C(=O)CSc2nc3ccccc3n2CC(=O)N2CCOCC2)c1
  A: 18.1%; B: ·; C: -5.2%; D: 19.2%
Cc1cc(C)cc(OCc2nnc(SCC(=O)N3CCN(c4ccccc4)CC3)o2)c1
  A: -0.7%; B: -4.8%; C: -22.0%; D: 1.3%
Cc1ccccc1NC(=O)c1cc2c([nH]c1=O)CC(C)(C)CC2=O
  A: -2.7%; B: -10.6%[10.9 µM]; C: 3.4%; D: 0.4%
Cc1ccc(S(=O)(=O)NC(C)(C)CSc2nncn2N)cc1
  A: 2.4%; B: -5.3%; C: -1.0%; D: 1.1%
O=C(N1CCOCC1)N1c2ccccc2CC(N2CCOCC2)c2ccccc21 (stereo not drawn)
  A: 14.7%; B: 7.6%; C: 1.8%; D: 1.0%
CC(C)C(=O)OC1=CN(Cc2ccccc2)S(=O)(=O)c2ccccc21
  A: 23.5%; B: 4.0%[10.9 µM]; C: 4.3%; D: -0.1%
COc1ccccc1NC(=S)NNC(=O)c1ccc(Cl)cc1Cl
  A: -0.1%; B: ·; C: ?; D: ·

A few values from above:
COc1ccccc1NC(=S)NNC(=O)c1ccc(Cl)cc1Cl in p53ts 39C tox has -0.1%
Cc1cc(C)cc(OCc2nnc(SCC(=O)N3CCN(c4ccccc4)CC3)o2)c1 in p53ts 32C tox has -22.0%

Complete entries, looked up by structure. Order of values: p53ts 39C tox, Peg3 imprint, p53ts 32C tox, IkB signaling
`Cc1cc(=O)[nH]c2nnc(SCc3cccc(C(F)(F)F)c3)n12` is listed as 23.3%, -11.2%[10.9 µM], 8.1%, ?
`CCOc1ccc2c(c1)c(=O)c(S(=O)(=O)c1ccc(CC)cc1)cn2CC` is listed as -27.2%, 4.1%[10.9 µM], -3.2%, ?
`Cc1cc(C)cc(OCc2nnc(SCC(=O)N3CCN(c4ccccc4)CC3)o2)c1` is listed as -0.7%, -4.8%, -22.0%, 1.3%

Limited to p53ts 39C tox (3 entries from above):
molecule	p53ts 39C tox
Cc1cc(C)cc(OCc2nnc(SCC(=O)N3CCN(c4ccccc4)CC3)o2)c1	-0.7%
Cc1ccccc1NC(=O)c1cc2c([nH]c1=O)CC(C)(C)CC2=O	-2.7%
Cc1ccc(S(=O)(=O)NC(C)(C)CSc2nncn2N)cc1	2.4%

The listing continues:
Letters: A = p53ts 39C tox; B = Peg3 imprint; C = p53ts 32C tox; D = IkB signaling
CCOC(=O)c1cc2n(n1)C(C(F)(F)F)CC(C)N2 (stereo not drawn)
  A: -2.8%; B: -13.2%; C: -2.0%; D: -3.2%
c1ccc(-c2noc(CSc3nc4ccccc4o3)n2)cc1
  A: -4.9%; B: 1.8%; C: -15.8%; D: 3.5%
Cn1c(C(=O)OCC(=O)NCC2CCCO2)cc2sccc21 (stereo not drawn)
  A: -3.4%; B: -6.1%; C: 0.2%; D: -0.5%
C=CC[C@@H]1C=C[C@H](O/N=C2\c3cc(OC)ccc3O[C@H](c3cccc(OC)c3)[C@H]2O)[C@H](CO)O1
  A: -5.2%[9.22 µM]; B: ·; C: -10.9%[9.22 µM]; D: ·
CC1CCN(c2nn3c(=O)c(C(=O)NCCc4ccccc4)cnc3s2)CC1
  A: 0.1%; B: -14.0%[10.9 µM]; C: -1.8%; D: 3.2%
COc1cc(C2C(C(N)=O)=C(C)Nc3nc(CCCO)nn32)cc(OC)c1OC (stereo not drawn)
  A: 0.1%; B: 5.0%; C: 8.5%; D: -3.4%
COc1ccc(CNC(=O)Cc2ccc(NC(=O)N3CCSc4ncccc43)cc2)cc1OC
  A: 8.2%; B: 13.2%[10.9 µM]; C: -0.9%; D: -1.3%
O=c1c(-c2ccc(Cl)cc2)nc2cnc(N3CCOCC3)nc2n1Cc1ccc(F)cc1
  A: -2.1%; B: 9.4%; C: -6.6%; D: -1.1%[11.4 µM]
COc1cccc(OC)c1-c1nn2c(-c3cc(-c4ccccc4)n[nH]3)nnc2s1
  A: 5.2%; B: -12.1%; C: 0.7%; D: -1.8%
Clc1ccc(-c2cn3ncsc3n2)cc1
  A: 1.7%; B: -7.7%[10.9 µM]; C: -17.6%; D: -2.5%
O=C(c1ccc(Cl)cc1)N1CCCOC1
  A: 9.5%; B: ·; C: -3.2%; D: 0.9%
C=CCn1c(SC2CCOC2=O)nc2scc(C3CC3)c2c1=O (stereo not drawn)
  A: -8.0%; B: -1.1%; C: -0.2%; D: 0.6%
CCCCCOc1ccc(NC(=O)Cc2csc(C)n2)cc1
  A: -19.9%; B: -13.2%[10.9 µM]; C: -3.9%; D: -2.2%
CCOC(=O)c1c(NC(=O)c2cc(OC)c(OC)c(OC)c2)sc2c1CCCC2
  A: 18.4%; B: -5.3%[10.9 µM]; C: -4.0%; D: -0.9%
COc1ccc(NC(=S)Nc2cc(C)ccn2)c(OC)c1
  A: -5.8%; B: ·; C: -8.8%; D: ·
COc1ccccc1-n1c(-c2ccc(C)cc2)cn2c3c(=O)n(C)c(=O)n(C)c3nc12
  A: -12.9%; B: 9.7%[10.9 µM]; C: 5.1%; D: 1.0%
Cc1cc(C)c(S(=O)(=O)N2CCN(C)CC2)c(C)c1
  A: 0.2%; B: -9.0%; C: -3.3%; D: 3.0%
CCCCOCCCNC(=O)c1c(-c2ccccc2)noc1C
  A: 3.2%; B: -11.2%; C: 5.1%; D: 0.9%
O=C(c1ccco1)N1CCN(S(=O)(=O)c2ccc3c(c2)CCN3C(=O)C2CCC2)CC1
  A: -16.1%; B: -10.7%; C: -4.8%; D: 3.5%
CCOC(=O)c1cnc2c(ccc3ccccc32)c1NCCO
  A: -11.7%; B: ·; C: -7.5%; D: ·
COCCN1C(=O)c2ccccc2C(C(=O)NCCCN2CCCC2)C1c1c[nH]c2ccccc12 (stereo not drawn)
  A: -4.4%; B: 4.5%; C: 11.4%; D: -0.5%
CCOC(=O)C1CCCN(c2ncnc3c2oc2ccccc23)C1 (stereo not drawn)
  A: 9.7%; B: -20.4%; C: 2.2%; D: 0.2%
CC1CCN(C(=O)Cn2c(=O)n(CCc3ccccc3)c(=O)c3ccccc32)CC1
  A: -16.8%; B: -12.7%; C: -13.0%; D: 0.6%
CCCc1nn2c(=O)cc(COC(=O)c3ccc(NC(=O)COc4ccc(F)cc4)cc3)nc2s1
  A: 11.1%; B: -5.4%[10.9 µM]; C: -4.4%; D: 0.9%
c1nc(N2CCCCCC2)c2[nH]cnc2n1
  A: 10.6%; B: -6.3%; C: 9.6%; D: 1.8%
CC(C)OCCCN1C(=O)c2[nH]nc(-c3ccccc3O)c2C1c1cccc(OCc2ccccc2)c1 (stereo not drawn)
  A: ?; B: -10.8%[10.9 µM]; C: ?; D: ?
COC(=O)c1nnn(CC(=O)Nc2cc(Cl)ccc2C)c1C(=O)OC
  A: -9.7%; B: 2.9%; C: -3.8%; D: -0.2%
COc1ccccc1CNS(=O)(=O)c1ccc(NC(C)=O)cc1
  A: 14.5%; B: -11.6%; C: -2.8%; D: 1.1%
COc1ccc(N2CCN(C(=O)c3cccc(Cn4cc(Cl)cn4)c3)CC2)cc1
  A: -5.6%; B: -17.9%; C: -2.6%; D: ?
Cc1ccc(-c2cc(C(F)(F)F)n3nc(C(=O)N4CCCC4)cc3n2)cc1
  A: 11.7%; B: 5.2%; C: 3.9%; D: -3.3%
COC(=O)[C@@]1(Cc2ccc(F)cc2)[C@H]2c3cc(C(=O)N4CCCC4)n(CCc4ccc(O)c(O)c4)c3C[C@H]2CN1C(=O)c1ccccc1
  A: 7.1%; B: -13.5%; C: 20.1%; D: ·
CCOCCCNC(=O)c1cn(CC)c2ccc(S(=O)(=O)N3CCc4ccccc4C3)cc2c1=O
  A: 8.1%; B: -7.3%[10.9 µM]; C: 8.6%; D: ?
O=C(Cn1nnc2ccccc2c1=O)N1CCCc2ccccc21
  A: -11.5%; B: -3.3%; C: 5.7%; D: 1.6%
CC(=O)Nc1ccc(Nc2ncnc3c2cnn3-c2cccc(C)c2)cc1
  A: -28.7%; B: ·; C: -22.1%; D: ·

Screening results as filed in PubChem BioAssay.
